# NadD inh: inhibitors of S. aureus NadD, primary screen, biochemical, colorimetric, uHTS; Nicotinate-nucleotide adenylyltransferase NadD (Staphylococcus aureus N315); purified NadD enzyme, colorimetric absorbance read-out; AID 602399, 2012; actives 0.78% (n = 360,000); inhibition, % at 20 µM; in the data active = inhibition above about 26%; note: some compounds past the cut are filed as inactive
# LMPTP block: LMPTP phosphatase inhibitors, primary screen, biochemical, fluorescence intensity, uHTS | inhibition, % at 20 µM | actives 0.22% (n = 360,000) | recombinant LMPTP-A, OMFP fluorogenic substrate | AID 651560, 2012 | Low molecular weight phosphotyrosine protein phosphatase (Homo sapiens), P24666;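 active = compounds that cut the enzyme signal by at least half of the control window in the single-dose screen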;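 note: plate controls were DMSO wells with enzyme plus substrate for no effect and substrate without enzyme for full effect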
#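 material = LMPTP-A | quantity = 0.625 nM enzyme | reagent = OMFP substrate, 400 µM final | buffer or medium = Bis-Tris pH 6.0, DTT, detergent | detection = endpoint fluorescence intensity from OMFP dephosphorylation | dosing = single 20 µM dose | read-out basis = % inhibition relative to no-enzyme and uninhibited control wells | control set = no-enzyme and uninhibited controls | timing = 50 min at room temperature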
# MLLE-PAM2 inh: inhibitors of PABP1 MLLE–PAM2 peptide binding, primary screen, biochemical, fluorescence polarization, FITC-PAM2, GST-MLLE; inhibition, % at 20 µM; actives 0.36% (n = 360,000); AID 588489, 2011; in the data active = inhibition above about 35%, passing the limit was not always enough;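 note: plate controls were DMSO wells with GST-MLLE for no effect and wells lacking GST-MLLE protein for full effect; some results filed as inactive read as strong as hits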
# Target sequence (P11940 whole entry, looked up): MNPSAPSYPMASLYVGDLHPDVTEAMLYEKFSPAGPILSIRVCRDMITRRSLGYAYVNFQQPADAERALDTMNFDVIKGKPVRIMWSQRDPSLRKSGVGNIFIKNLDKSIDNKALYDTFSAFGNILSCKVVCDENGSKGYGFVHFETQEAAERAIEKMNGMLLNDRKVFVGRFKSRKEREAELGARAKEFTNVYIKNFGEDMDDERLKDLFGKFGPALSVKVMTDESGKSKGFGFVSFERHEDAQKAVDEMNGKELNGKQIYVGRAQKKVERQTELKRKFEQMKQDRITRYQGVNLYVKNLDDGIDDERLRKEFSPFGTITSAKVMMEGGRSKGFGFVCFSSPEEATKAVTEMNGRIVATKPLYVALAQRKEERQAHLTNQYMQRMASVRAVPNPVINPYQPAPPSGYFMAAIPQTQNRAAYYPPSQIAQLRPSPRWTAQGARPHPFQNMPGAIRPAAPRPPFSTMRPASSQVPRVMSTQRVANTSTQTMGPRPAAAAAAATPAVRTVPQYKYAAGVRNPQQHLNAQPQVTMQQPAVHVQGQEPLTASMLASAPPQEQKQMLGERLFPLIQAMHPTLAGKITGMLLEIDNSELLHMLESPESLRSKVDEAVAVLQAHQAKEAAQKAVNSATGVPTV
# STEP block: STEP phosphatase inhibitors, primary screen, biochemical, fluorescence intensity, uHTS | recombinant STEP, OMFP fluorogenic substrate | inhibition, % at 20 µM | actives 0.25% (n = 360,000) | AID 588621, 2011;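 active = inhibition at 20 µM, scaled per plate between control wells, above about 37%, limit read from the data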;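 note: 0% = DMSO with enzyme and substrate and 100% = substrate only without enzyme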
#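 System: STEP (striatal-enriched tyrosine phosphatase) enzyme, cell-free; medium: Bis-Tris pH 6.0 buffer with DTT, detergent; dosing: 20 µM, 1% DMSO; times: reaction 20 min, ambient temperature; detection: fluorescence, 480/540 nm; read-out basis: normalized % inhibition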
# DNMT1 inh: human DNMT1 methyltransferase inhibitors, primary screen, biochemical, molecular beacon, fluorescence, HinP1I cleavage, uHTS; DNA (cytosine-5)-methyltransferase 1 (Homo sapiens), P26358; inhibition (reported as % activation of signal), % at 10 µM; actives 0.83% (n = 360,000); in the data active = inhibition above about 50%
# Rpn11 inh: Rpn11 (PSMD14) deubiquitinase inhibitors, primary screen, biochemical, fluorescence polarization, uHTS | calls only at 20 µM | AID 588493, 2011 | human 26S proteasome, Ub4-pepOG fluorescence polarization; 20S core pre-blocked with epoxomicin | actives 0.59% (n = 360,000);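 active = inhibition at 20 µM, scaled to each plate's controls, above about 33%, limit read from the data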
# TbMetRS inhib: T. brucei MetRS inhibitors, primary screen, biochemical, luminescence. methionyl-tRNA synthetase (Trypanosoma brucei brucei). purified T. brucei MetRS, ATP depletion, Kinase-Glo luminescence. inhibition, % at 11.9 µM. actives 0.4% (n = 360,000);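 active = inhibition above a per-plate cutoff of the control wells' mean inhibition plus 3 SD, cut at about 5.5% in these data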;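 note: 0% = DMSO wells median and 100% = median of wells with control inhibitor compound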
#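 Material: parasite MetRS enzyme / Replication: singlicate, one well per compound / Signal: luminescence of leftover ATP / Schedule: 2 h aminoacylation at 25 °C after 15 min preincubation / Medium: HEPES-MgCl2-KCl buffer plus DTT, spermine, BSA, pyrophosphatase / Doses: 11.9 µM single point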
# Scp1 inh: Scp-1 phosphatase inhibitors, primary screen, biochemical, colorimetric, uHTS; AID 493091, 2011; actives 0.88% (n = 340,000); inhibition, % at 20 µM; Recombinant Scp1, phosphopeptide, malachite green phosphate absorbance;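 active = inhibition above about 50% at 20 µM, limit read from the data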;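 note: plate controls were DMSO wells with enzyme for no effect and wells lacking enzyme for full effect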
# Target sequence (Q9GZU7 76-261 limits assumed): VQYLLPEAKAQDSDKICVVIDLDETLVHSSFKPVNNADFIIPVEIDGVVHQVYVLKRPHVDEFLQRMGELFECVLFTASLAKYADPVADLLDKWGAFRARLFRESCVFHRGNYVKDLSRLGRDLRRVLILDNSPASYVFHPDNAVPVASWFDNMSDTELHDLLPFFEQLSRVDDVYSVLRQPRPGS
#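 System: SCP-1 catalytic domain; Reagent: Phospho 17-mer peptide substrate; Doses: one concentration, 20 µM, with 1.0% DMSO; Incubation: 45 min room-temperature reaction, 5 min colour, 30 min stabiliser; Signal: Phosphate-binding colour reagent, absorbance read at 630 nm.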
# CSN inh: inhibitors of CSN-mediated cullin deneddylation, primary screen, biochemical, fluorescence polarization, uHTS; COP9 signalosome complex subunit 5 (Homo sapiens), Q92905; Purified CSN, SCF-Nedd8-OG deneddylation; inhibition, % at 12.5 µM; actives 0.38% (n = 360,000);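 active = pattern-corrected inhibition above about 35%, with an unprinted fluorescence ratio check between 0.5 and 1.5, limit read from the data, passing the limit was not always enough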;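 note: 0% = enzyme with substrate and 100% = substrate without enzyme; some results filed as inactive read as strong as hits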
#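 Assay system: purified human Csn5 enzyme expressed in HEK293T cells; Input: 0.24 nM Csn5 enzyme, final concentration; Reagent: 10 nM SCFSkp2-Nedd8OG; Compound dosing: 12.5 µM single point; Times: reaction 90 min, room temperature; Technique: fluorescence polarization readout.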
# SUMO1-SIM PPI: modulators of SUMO1 protein-protein interactions, primary screen, biochemical, uHTS; Small ubiquitin-related modifier 1 (Homo sapiens), P63165; SUMO1 binding to a labelled peptide, TR-FRET, 1 h; inhibition, % at 20 µM; actives 0.33% (n = 360,000); AID 602429, 2012; in the data active = inhibition above about 37%
# * marks the source's active call; other numbers are inactive results; i = inactive; . = not tested or not shown. Rows are unselected. About 3.6% of those tested had a hit in this group.
# Values in the order – NadD inh, LMPTP block, MLLE-PAM2 inh, STEP block, DNMT1 inh, Rpn11 inh, TbMetRS inhib, Scp1 inh, CSN inh, SUMO1-SIM PPI
> O=C(c1ccc(F)cc1)N1CCCCC(Sc2nnnn2-c2ccccc2)C1=O (centres undefined)
  -4.7, 0.8, -6.4, 2.4, -3.6, i, -1.5, -4.8, -2.1, -0.1
> Cc1ccc(C)c(-c2nnc(NC(=O)c3ccc([N+](=O)[O-])o3)o2)c1
  15.4, -0.4, 10.7, 3.7, 2.4, i, -0.2, -5.7, 2.8, -27.9
> CSc1ccccc1NC(=O)c1ccco1
  1.4, -1.2, 5.8, -1.5, 0.5, i, 0.0, -0.1, -0.9, 4.5
> COc1ccc(CNC(=O)c2[nH]c(C)c(C(C)=O)c2C)cc1
  6.2, -0.2, -13.7, -2.7, -14.8, i, -0.4, -3.0, 7.1, 1.1
> CCOc1cc2[nH]c(=O)n(CCCN3CCN(c4ccc(OC)cc4)CC3)c(=O)c2cc1OCC
  -3.4, -0.1, -36.9, -1.1, -3.2, i, 0.3, -9.6, -3.8, 3.8
> O=C(O)C[C@H]1c2cc(C(F)(F)F)ccc2S(=O)(=O)N1C1CCCC1
  -0.3, -2.4, 2.2, -1.2, 4.2, i, -0.6, -3.5, 4.0, 4.7
> Cc1cc(Br)c2c(c1)[C@](O)(c1cn(C)c3ccccc13)C(=O)N2C
  ., 0.5, ., ., ., ., 0.0, ., -1.6, 9.1
> CCN(CC)CCn1c2c(c(SCC(=O)Nc3cc(C)ccc3C)nc1=O)CCC2
  -2.1, 0.6, 5.6, -0.5, 0.1, i, -0.3, -2.0, 2.2, 3.8
> O=C(COC(=O)Cc1ccc(S(=O)(=O)N2CCOCC2)s1)Nc1ccc(F)cc1F
  2.2, -0.7, -3.6, -3.1, -11.4, i, 0.8, -10.4, -0.3, -3.5
> Clc1cccc(N2CCN(c3nnnn3-c3ccccc3)CC2)c1
  -5.3, 4.6, -11.1, 0.3, 1.3, i, -1.0, -0.8, 1.5, -0.7

# Arranged by value in MLLE-PAM2 inh (low to high): four from the list above
SMILES | MLLE-PAM2 inh
COc1ccc(CNC(=O)c2[nH]c(C)c(C(C)=O)c2C)cc1 | -13.7
Clc1cccc(N2CCN(c3nnnn3-c3ccccc3)CC2)c1 | -11.1
CSc1ccccc1NC(=O)c1ccco1 | 5.8
Cc1ccc(C)c(-c2nnc(NC(=O)c3ccc([N+](=O)[O-])o3)o2)c1 | 10.7

# (next part)
# Values in the order – NadD inh, LMPTP block, MLLE-PAM2 inh, STEP block, DNMT1 inh, Rpn11 inh, TbMetRS inhib, Scp1 inh, CSN inh, SUMO1-SIM PPI
> CCOC(=O)CCC(NC(=O)CCCC(=O)NC(CCC(=O)OCC)C(=O)OCC)C(=O)OCC (centres undefined)
  -3.6, -1.4, 6.0, -1.5, -1.5, i, -0.7, -4.6, -4.2, -2.0
> CN(C)C1=NC[C@H](Cc2ccccc2)N1CCc1cccc(F)c1
  -6.8, -3.8, 1.1, 1.2, 5.9, i, -0.3, 0.6, -3.1, 0.0
> O=C1CN(C(=O)COC(=O)c2ccc(Cl)cc2)c2ccccc2N1
  -6.2, -0.4, 2.7, -3.0, -0.9, i, -0.6, -0.6, 2.8, 4.7
> Cc1ccc(Oc2ncccc2C(=O)NC2CCSC2=O)cc1 (centres undefined)
  -4.1, -0.5, 11.0, 1.4, -0.7, i, -1.0, -1.3, 3.0, -3.6
> CCCCCCCCN1C(=O)[C@H](CC(=O)N2CCCC2)C[C@@]2(C(=O)OC)CCCCC=C12
  5.4, 2.0, ., ., ., ., -0.6, ., 1.6, 7.5
> Cn1c(=NC(=O)C2CCCCC2)sc2cc([N+](=O)[O-])ccc21
  4.6, -0.9, 9.7, -0.6, 2.1, i, -0.4, -1.4, -12.0, -14.1
> O=C(c1ccc(F)cc1F)N1CCCC(c2nc(-c3cccs3)no2)C1 (centres undefined)
  -4.1, 0.4, 2.5, -7.9, 1.0, i, -1.3, -1.2, 2.4, 6.6
> O=C(Nc1nnc(-c2ccco2)o1)C1CC1
  -0.6, -0.5, -7.3, -0.3, 2.6, i, -1.2, 4.0, -4.7, 1.1
> COc1ccc(OC)c(CCNC(=O)Cn2ccc3cc(S(=O)(=O)N4CCCC4)ccc32)c1
  2.5, 0.7, 13.7, -1.9, -2.1, i, -0.7, -5.3, -3.8, 2.2
> CCOC(=O)c1ccc(NC(=O)c2ncn3c2C(=O)NC[C@@H]3C)cc1
  4.4, -0.1, 3.5, -0.6, 2.2, i, 0.2, ., 10.2, 5.7

# Profiles as entered above.
# CSc1ccccc1NC(=O)c1ccco1 reads NadD inh: 1.4; LMPTP block: -1.2; MLLE-PAM2 inh: 5.8; STEP block: -1.5; DNMT1 inh: 0.5; Rpn11 inh: i; TbMetRS inhib: 0.0; Scp1 inh: -0.1; CSN inh: -0.9; SUMO1-SIM PPI: 4.5
# Cc1cc(Br)c2c(c1)[C@](O)(c1cn(C)c3ccccc13)C(=O)N2C reads NadD inh: .; LMPTP block: 0.5; MLLE-PAM2 inh: .; STEP block: .; DNMT1 inh: .; Rpn11 inh: .; TbMetRS inhib: 0.0; Scp1 inh: .; CSN inh: -1.6; SUMO1-SIM PPI: 9.1

# Other structures
# Values in the order – NadD inh, LMPTP block, MLLE-PAM2 inh, STEP block, DNMT1 inh, Rpn11 inh, TbMetRS inhib, Scp1 inh, CSN inh, SUMO1-SIM PPI
> COCCCNc1ncnc2nc[nH]c12
  -2.9, -1.3, -9.4, -4.4, 1.0, i, -0.1, -6.0, 2.8, 6.4
> COC(=O)CC1N(S(=O)(=O)c2ccc(C)cc2)c2ccccc2C1(C(=O)OC)C(=O)OC (centres undefined)
  ., -0.4, ., ., ., ., -0.3, ., 1.9, 0.2
> CC(=O)Nc1ccc(NC(=O)C2C3CCC(C3)C2C(=O)O)cc1 (centres undefined)
  -1.1, -2.8, 5.0, 1.4, -1.1, i, -0.2, -13.1, 0.8, 3.6
> Cn1c(SCc2nc3ccccc3s2)nnc1-c1ccc2c(c1)OCO2
  0.6, -0.4, -5.0, 2.2, -0.5, i, 0.2, 2.8, -2.7, 0.5
> COc1ccc(C2CCCN2C(=S)Nc2cccc(C)c2C)cc1OC (centres undefined)
  -6.4, -0.8, -110.2, 1.1, -1.2, i, -0.7, -7.9, 2.2, -0.1
> O=C(Cn1cnc2c(NCc3ccccc3)ncnc21)NCc1ccccn1
  5.4, -1.4, 3.9, 0.8, 2.6, i, -0.1, 6.5, 4.4, 1.2

# Screening results from PubChem BioAssay.
